HDAC3 inh: inhibitors of human histone deacetylase 3; recombinant HDAC3, fluorogenic peptide/trypsin coupled, fluorescence; inhibition, % at 8.3 µM; 0.15% of 320,000 active; in the data active = inhibition above about 26%, passing the limit was not always enough; inconclusive = no clear call, values can overlap the other calls
RGS4 inh: human RGS4 inhibition. P49798. HEK293 M3R/RGS4 inducible, Fluo-4 calcium flux; hits give high values; triggered by carbachol at its EC20. B-score at 10 µM. 0.45% of 310,000 active. AID 463165;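 active = B-score, a plate-corrected calcium signal, over three deviations above library mean, with baseline fluorescence within five deviations of library mean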;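 note: RGS4 expression induced by doxycycline in cells with stable M3 receptor; B-score is computed from the integrated fluorescence ratio over baseline after carbachol; higher B-score means a larger calcium signal and so more RGS4 inhibition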
Target sequence (P49798 whole entry, looked up): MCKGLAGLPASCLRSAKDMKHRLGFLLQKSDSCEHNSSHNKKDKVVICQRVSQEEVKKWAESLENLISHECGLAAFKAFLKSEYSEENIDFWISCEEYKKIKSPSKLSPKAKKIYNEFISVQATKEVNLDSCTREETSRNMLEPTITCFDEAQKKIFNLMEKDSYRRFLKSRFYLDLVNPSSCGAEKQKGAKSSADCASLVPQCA
MrgX1 ag: activates human MrgX1 receptor signaling | B-score at 10 µM | AID 588627 | 0.44% of 310,000 active | MrgX1-HEK293 cells, Fluo-4 calcium fluorescence, agonist mode; hits give high values;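 active = calcium response B-score plate-corrected fluorescence ratio at least 3 library SD, with starting fluorescence B-score inside 5 SD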
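System – MrgX1-expressing HEK293 cells · Incubation – cells plated overnight, dye loaded 0.5 h 37 °C, 0.5 h room temperature · Technique – kinetic Fluo-4 NW fluorescence of intracellular calcium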
MrgX1 antag: human MrgX1 receptor antagonism, primary screen. MRGX1-HEK293 calcium flux, Fluo-4, BAM8-22 antagonism; hits give low values. Q96LB2. B-score at 10 µM. AID 588676. 1.3% of 310,000 active;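 active = calcium-response B-score plate-corrected more than 3 library SD below zero, starting fluorescence within 5 deviations, no agonist response on first addition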;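 note: peak minus trough fluorescence over baseline after final BAM8-22 challenge near maximal dose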
TRPC6 activator: mouse TRPC6 channel activation; B-score at 10 µM; HEK293-TRPC6 membrane potential dye fluorescence; hits give high values; 0.13% of 310,000 active; Q61143;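 active = B-score of the integrated fluorescence ratio above library mean plus 3 SD, and starting fluorescence ratio within library mean plus 5 SD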;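 note: higher score means more depolarization so channel activation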
Target sequence (Q61143 whole entry, looked up): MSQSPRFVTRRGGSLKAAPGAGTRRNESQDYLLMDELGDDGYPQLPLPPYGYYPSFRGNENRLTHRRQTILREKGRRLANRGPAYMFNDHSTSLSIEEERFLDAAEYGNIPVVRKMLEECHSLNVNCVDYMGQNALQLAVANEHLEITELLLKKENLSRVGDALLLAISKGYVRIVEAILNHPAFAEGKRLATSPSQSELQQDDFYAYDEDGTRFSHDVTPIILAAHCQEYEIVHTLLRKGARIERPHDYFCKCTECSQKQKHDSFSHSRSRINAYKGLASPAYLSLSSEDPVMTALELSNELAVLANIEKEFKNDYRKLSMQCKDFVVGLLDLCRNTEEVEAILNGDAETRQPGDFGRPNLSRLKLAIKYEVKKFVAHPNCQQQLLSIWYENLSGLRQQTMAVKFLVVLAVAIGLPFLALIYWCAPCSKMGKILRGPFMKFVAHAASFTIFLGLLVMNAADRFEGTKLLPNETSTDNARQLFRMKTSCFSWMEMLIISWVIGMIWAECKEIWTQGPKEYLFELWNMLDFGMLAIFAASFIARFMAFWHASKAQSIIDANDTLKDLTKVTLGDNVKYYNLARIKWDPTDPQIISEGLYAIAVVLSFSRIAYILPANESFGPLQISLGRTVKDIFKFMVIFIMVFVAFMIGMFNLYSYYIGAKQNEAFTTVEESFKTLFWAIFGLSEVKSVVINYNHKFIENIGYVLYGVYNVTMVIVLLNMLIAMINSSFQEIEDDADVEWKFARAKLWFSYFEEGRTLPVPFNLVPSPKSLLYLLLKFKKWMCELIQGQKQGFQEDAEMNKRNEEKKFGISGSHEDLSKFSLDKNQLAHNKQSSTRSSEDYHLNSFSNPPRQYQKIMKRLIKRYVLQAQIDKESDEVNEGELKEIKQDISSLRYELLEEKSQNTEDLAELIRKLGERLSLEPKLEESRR
RGS4 pot: potentiators or activators of RGS4; 0.92% of 310,000 active; B-score at 10 µM; HEK293 M3R/inducible RGS4, carbachol calcium flux Fluo4; hits give low values;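 active = B-score of the integrated calcium signal more than 4 SD below the library mean, with starting fluorescence not abnormally high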;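 note: negative B-score means reduced calcium response which marks RGS4 activation or potentiation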
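Also added: carbachol at ECmax as muscarinic agonist stimulus; Assay system: HEK293 cells with stable M3R and inducible RGS4; Timing: overnight RGS4 induction, 30 min dye load 37 °C, 20 min compound RT; Measured by: Fluo4-AM (2 µM) calcium-flux fluorescence, kinetic read.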
ANO1 activ: activates or potentiates the mouse TMEM16A chloride channel; B-score at 10 µM; 0.3% of 340,000 active; HEK293 TMEM16A/YFP-H148Q/I152L, iodide quench fluorescence; hits give low values; Q8BHY3;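 active = fluorescence-ratio B-score plate-corrected deviation score at least 3 library SD below zero, with starting fluorescence score within 5 deviations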;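 note: channel opened by trigger with iodide after compound preincubation; score built on the fluorescence ratio of max minus min over baseline; more negative score means more quench and so TMEM16A activation or potentiation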
TRPC6 inhibitor: mouse TRPC6 channel inhibition; Q61143; HEK293-TRPC6, membrane potential dye, ACh-evoked depolarization; hits give low values; B-score at 10 µM; 1.1% of 310,000 active;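 active = B-score under library mean minus 3 SD, initial fluorescence not abnormally high, positive integrated signal ratio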;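 note: B-score derived from integrated fluorescence ratio over the kinetic read; more negative B-score means stronger inhibition of depolarization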
TMEM16A inh: blocks the mouse calcium-activated chloride channel TMEM16A; Q8BHY3; HEK293 TMEM16A/YFP iodide influx fluorescence, ionomycin; normalized B-score (activity score, 25-100; higher = stronger inhibition) at 10 µM; 1.2% of 310,000 active;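 active = ratio plate-corrected score three or more library SD toward inhibition, starting fluorescence score within five deviations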;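 note: score derived from kinetic fluorescence span divided by baseline fluorescence per well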
MrgX1 allo act: allosterically activates human MrgX1 receptor signaling; Q96LB2; MrgX1-HEK293, Fluo-4 calcium flux, FDSS; hits give high values; B-score at 10 µM; 0.63% of 310,000 active; AID 588675;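 active = plate-corrected calcium response at least 3 library SD above typical, normal starting fluorescence, not activating the receptor alone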;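 note: compound read alongside a low EC10 to EC30 dose of BAM8-22 agonist; peak minus trough fluorescence over baseline measured at the second addition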
SKKanGAS inh: SKKanGAS growth inhibition | inhibition, % at 7.5 µM | 1.3% of 300,000 active | S. pyogenes SKKanGAS, kanamycin growth, BacTiter-Glo, 6 h;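 active = mean replicate score, as percent of positive control median, at least 50; inconclusive = mean below 50 but one replicate at or above 50; inactive = mean and every replicate below 50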;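 note: strain carries kanamycin resistance gene driven by streptokinase promoter and grows in 40 µg/ml kanamycin; loss of luminescence reflects streptokinase promoter inhibition or plain growth inhibition; 0% = median of DMSO wells and 100% = positive control at its reference dose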
Numbers without * were called inactive; i = inactive; ? = inconclusive; . = no result given.

nr	smiles	HDAC3 inh	RGS4 inh	MrgX1 ag	MrgX1 antag	TRPC6 activator	RGS4 pot	ANO1 activ	TRPC6 inhibitor	TMEM16A inh	MrgX1 allo act	SKKanGAS inh
1	COc1ccc([C@@H]2[C@@H]3C(=O)N(C(C)(C)C)C(=O)[C@@H]3[C@]3(CC(C)C)C(=O)N(c4cccc(F)c4)C(=O)N23)cc1	8.5	i	i	i	i	i	i	i	i	i	2.5
2	Cc1cccc(C)c1NC(=O)CN1C(=O)CCSc2ccc(S(=O)(=O)N3CCCC3)cc21	6.2	i	i	i	i	i	i	i	i	i	0.2
3	O=C1NC(=S)N/C1=C/C=C/c1ccccc1	0.7	i	i	i	i	i	i	i	i	i	-1.1
4	O=Nc1c(-c2ccccc2)[nH]n(-c2ccccc2)c1=O	0.6	i	i	i	i	i	i	i	i	i	-3.3
5	COc1ccc(C(=O)NCC(=O)Nc2ccccc2)cc1OC	4.6	i	i	i	i	i	i	i	i	i	3.5
6	CCCOc1cccc(C2/C(=C(/O)c3ccc(OC)cc3)C(=O)C(=O)N2CCN(C)C)c1 (centres undefined)	4.8	i	i	i	i	i	i	i	i	i	-2.0
7	COc1ccc(N(C2CSC2)S(=O)(=O)c2ccccc2)cc1	-1.6	i	i	i	i	i	i	i	i	i	5.5
8	CCOc1cc(CNc2ccc(N3CCCCC3)cc2)cc(Br)c1OCC(=O)NC(C)(C)C	20.6	i	i	i	i	i	i	i	i	i	0.0
9	CC1CC(C)(C)NC(=S)N1CCCC(=O)N1CCN(c2ccc(F)cc2)CC1 (centres undefined)	?	i	i	i	i	i	i	i	i	i	-9.3
10	CCOC(=O)C1(Cc2ccc(Cl)cc2)CCN(C(=O)CCc2ccncc2)CC1	4.9	i	i	i	i	i	i	i	i	i	-11.2
11	Cc1ccc(-c2cc(Cc3ccccn3)c(=O)[nH]n2)cc1	-0.1	i	i	i	i	i	i	i	i	i	3.0
12	O=C(NCCN1CCOCC1)c1cnn2c(-c3ccccc3)cc(-c3ccccc3)nc12	-6.5	i	i	i	i	i	i	-7.48*	i	i	-4.8
13	Cc1ccc2c(c1)N(CCC(=O)NCc1ccc3c(c1)OCO3)C(=O)CO2	-5.1	i	i	i	i	i	i	i	i	i	5.0
14	Cc1ccc(N/N=C(\C#N)C(=N)N2CCOCC2)cc1	-1.1	i	i	i	i	i	i	i	i	i	-2.0
15	COCCNC(=O)c1nn2c(C(F)(F)F)cc(-c3ccccc3)nc2c1Cl	-3.7	i	i	i	i	i	i	i	i	i	-2.2
16	O=[N+]([O-])c1cccc(-c2noc3c2-c2nc(Cc4cccc5ccccc45)sc2CC3)c1	-0.3	i	i	i	i	i	i	i	i	i	0.1
17	Cc1cc(NC(=O)Cn2c(=O)n(CCCCC(=O)NC3CCN(Cc4ccccc4)CC3)c(=O)c3ccccc32)n[nH]1	1.0	i	i	i	i	i	.	i	i	i	-12.0
18	O=C(COC(=O)c1cc2ccccc2oc1=O)c1cccc([N+](=O)[O-])c1	2.9	i	i	i	i	i	i	i	i	i	5.7
19	O=S(=O)(NCCc1ccccn1)c1ccc(OC(F)(F)F)cc1	2.6	i	i	i	i	i	i	i	i	i	-2.3
20	Cn1c2c(c(=O)n(C)c1=O)C(C(F)(F)F)(C(F)(F)F)N=C(CCC1CCCCC1)N2	8.0	i	i	i	i	i	i	i	i	i	2.2
21	Cc1cc(NC(=O)c2ccc(F)cc2)n(CCOC(=O)c2ccc(F)cc2)n1	-1.8	i	i	i	i	i	i	i	i	i	10.5
22	CCC1SC2=NC(C)=C(C(=O)OCC(C)C)C(/C=C/c3ccccc3OC)N2C1=O (centres undefined)	16.8	i	i	i	i	i	i	i	100*	i	8.1
23	O=C(Nc1nnc(SCCN2CCOCC2)s1)C1CC(=O)N(c2ccc(F)cc2)C1 (centres undefined)	0.8	i	i	i	i	i	i	i	i	i	6.8
24	O=C(OCC(=O)N(Cc1ccccc1)C1CCS(=O)(=O)C1)c1cc2c(s1)CCCC2 (centres undefined)	-2.8	i	i	i	i	i	i	i	i	i	5.3
25	Cc1[nH]c(C)c(S(=O)(=O)N2CCN(c3ccccc3F)CC2)c1C(=O)N1CCCC1	-12.4	i	i	i	i	i	i	i	i	i	-1.4
26	COc1ccc(C(=O)NNC(=S)NC(=O)c2ccccc2[N+](=O)[O-])cc1	12.4	i	i	i	i	i	i	i	i	i	-1.6
27	CCCCN(C(=O)COc1ccc(NC(C)=O)cc1)C1CCS(=O)(=O)C1 (centres undefined)	-4.1	i	i	i	i	i	i	i	i	i	-0.3
28	CC1(C)CC(NC(=O)C2CCC(=O)N(C3CC3)C2)CC(C)(C)C1 (centres undefined)	-1.1	i	i	i	i	i	i	i	i	i	3.1
29	CCOc1ccccc1N(C)S(=O)(=O)c1ccc2c(c1)CC(C)N2C(=O)C1CC1 (centres undefined)	6.8	i	i	i	i	i	i	i	i	i	30.0
30	COc1ccc(-c2ccc3oc(-c4ccc(OC)cc4)c(C#CCCO)c3c2)cc1	-8.3	i	i	i	i	i	i	i	i	i	1.5
31	Cc1ccc(C(=O)CCC(=O)CCC(=O)O)cc1	0.3	i	i	i	i	i	i	i	i	i	-6.6
32	O=[N+]([O-])c1ccc(N2CCN(CCOc3nonc3-c3ccccc3)CC2)c(Cl)c1	-3.3	i	i	i	i	i	i	i	i	i	7.7
33	CC12CCC(c3c(CO)nn(-c4ccccc4)c31)C2(C)C (centres undefined)	8.2	i	i	i	i	i	i	i	i	i	-4.7
34	Fc1ccc(CNc2ccc(CNc3ncn[nH]3)cc2)cc1	.	i	.	.	i	i	i	i	.	.	.
35	NC(=O)C1CCN(c2nc(C3CC3)nc3c2nnn3Cc2ccccc2Cl)CC1	-10.4	i	i	i	i	i	i	i	i	i	-2.2
36	FC(F)Oc1ccc(NC(=S)NCc2cccnc2)cc1	-14.8	i	i	-6.2*	i	i	i	i	i	i	-1.0
37	CCOc1ccc(C(=O)Cc2cc(OC)c(OC)cc2[N+](=O)[O-])cc1	4.5	i	i	i	i	i	i	i	i	i	-11.1
38	COc1ccccc1NS(=O)(=O)c1cccc(C(=O)NCC(C)(C)N2CCOCC2)c1	7.4	i	i	i	i	i	i	i	i	i	5.4
39	O=C(CSc1nnnn1Cc1ccccc1)c1ccc(F)cc1	-3.9	i	i	i	i	i	i	i	i	i	-2.3
40	CCN(C(=O)CSc1nc2cc(Cl)ccc2c(=O)n1Cc1ccco1)C1CCS(=O)(=O)C1 (centres undefined)	0.7	i	i	i	i	i	i	i	i	i	7.8
41	COc1ccc(C2C=C(c3ccccc3)Nc3nc(NC(C)=O)nn32)cc1 (centres undefined)	-30.4	i	i	i	i	i	.	i	i	i	-0.6
42	CN(Cc1ccccc1)C(=O)c1nc2ccccn2c1CN1CCC(N2CCOCC2)CC1	-0.7	i	i	i	i	i	i	i	i	i	8.1
43	CSc1ncc(Cl)c(C(=O)Nc2c(C)cccc2C)n1	-9.2	i	i	i	i	i	i	i	i	i	-5.3
44	COc1cccc(/C=N/n2c(-c3ccco3)nc3ccccc3c2=O)c1OC	6.5	i	i	i	i	i	i	i	i	i	-1.3
45	C=CCN(C(=O)CN1CCCCC1)c1nc(-c2ccccc2)cs1	3.0	i	i	i	i	i	i	i	i	i	-8.5
46	CCCNC(=O)c1noc2c1CCc1ccccc1-2	8.3	i	i	i	i	i	i	i	i	i	-3.1
47	CC(=O)NS(=O)(=O)c1ccc(NC(=O)c2ccc(Cl)cc2[N+](=O)[O-])cc1	-0.2	i	i	i	i	i	i	i	i	i	15.9
48	C=CCN(C(=O)c1csnn1)C(C(=O)NCc1ccc(F)cc1)c1ccccc1F (centres undefined)	7.9	i	i	i	i	i	i	i	i	i	-3.8
49	O=C(Cc1ccccc1)NCC(=O)N1CCN(c2ccccc2F)CC1	-6.7	i	i	i	i	i	i	i	i	i	11.6
50	CCOC(=O)c1c(C)[nH]c(C(=O)CN2C(=O)NC(C)(CC(C)C)C2=O)c1C (centres undefined)	1.7	i	i	i	i	i	i	i	i	i	11.3

(list continues)
nr	smiles	HDAC3 inh	RGS4 inh	MrgX1 ag	MrgX1 antag	TRPC6 activator	RGS4 pot	ANO1 activ	TRPC6 inhibitor	TMEM16A inh	MrgX1 allo act	SKKanGAS inh
51	COc1cc(C(=O)N(C)C2CCCN(Cc3ccccc3F)C2)cc(OC)c1OC (centres undefined)	4.2	i	i	i	i	i	i	i	i	i	-1.1
52	CCOc1cc(C(=O)N2CCOCC2)ccc1OCc1ccccc1	1.1	i	i	i	i	i	i	i	i	i	0.2
53	COc1ccc(-n2cnnc2SCC(=O)Nc2cc(S(=O)(=O)N3CCCCC3)ccc2C)cc1	.	i	i	i	i	i	i	-6.09*	i	i	1.0
54	S=c1[nH]nc(-c2ccccc2)n1/N=C/c1cccc(Br)c1	-4.6	i	i	i	i	i	i	i	i	i	11.2
55	CC1CCCCC1NS(=O)(=O)c1ccc2c(c1)CC(=O)N2C (centres undefined)	-3.0	i	i	i	i	i	i	i	i	i	0.3
56	CSC(=NC#N)N1CCN(c2ccccn2)CC1	0.4	i	i	i	i	i	i	i	i	i	3.2
57	Cc1ccc(S(=O)(=O)/C(C#N)=C/c2c[nH]c3ccccc23)cc1	-4.1	i	i	i	i	i	i	i	i	i	-3.1
58	Cc1ccsc1/C=C1/CN(C)Cc2c1nc1ccccc1c2C(=O)O	.	i	i	i	i	i	i	i	i	i	-6.0
59	CC(C(=O)Nc1cccc([N+](=O)[O-])c1)N(c1ccccc1)S(C)(=O)=O (centres undefined)	2.9	i	i	i	i	i	i	i	i	i	-12.7
60	O=C(CSc1ccc(Cl)cc1)N1CCN(c2c(Cl)cccc2[N+](=O)[O-])CC1	-2.9	i	i	i	i	i	i	i	i	i	4.1
61	Cc1noc(C)c1COc1ccc(C(=O)NCc2ccccn2)cc1	2.0	i	i	i	i	i	i	i	i	i	4.6
62	O=c1c2ccccc2nnn1COc1cccc2ccccc12	.	i	i	i	i	i	i	i	i	i	17.2
63	Cc1ccc(CCN2CC(C(=O)NCc3ccco3)CC2=O)cc1 (centres undefined)	-1.2	i	i	i	i	i	i	i	i	i	-6.6
64	CCOc1cc(/C=C2\C(=O)N(c3ccc(C(N)=O)cc3)N=C2C)ccc1OC(=O)c1cccs1	20.9	i	i	i	i	i	i	i	i	i	3.4
65	C/C(=N/NC(=O)CCCOc1ccc(Cl)cc1Cl)c1ccc(C)o1	-6.1	i	i	i	i	i	i	i	i	i	4.3

Screening results as filed in PubChem BioAssay.
